PriA SSB inh – inhibitors of Klebsiella pneumoniae PriA binding to SSB C-terminal tail, primary screen, biochemical, AlphaScreen; PriA–SSB C-terminal tail interaction (Klebsiella pneumoniae); AlphaScreen SSBct-PriA binding, biotinylated peptide; inhibition, % at 33 µM; actives 0.6% (n = 430,000); AID 1272365, 2023; in the data active = inhibition mostly above about 37%, no sharp cut-off; inactive = mostly below about 20%;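 also: plate controls were negative control peptide for no effect and reference peptide for full effect; strong numbers were not always called active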
Starred values were filed as active, the others as inactive; & = joins results of further samples. A portion of the library (hit frequency here may not be typical).

For Cn1cccc(C(=O)N2CCN(c3cc(C(F)(F)F)ncn3)CC2)c1=O the results were PriA SSB inh -8.
Screening Cc1cc(OCCCn2nnc3ccccc32)ccc1Cl returned PriA SSB inh -9.
`CN=C1SC(CC(=O)NCCCOC(C)C)C(=O)N1C` (stereo not given) gave PriA SSB inh 2.
Screening Cc1oc2c(c1C(=O)NC1CCCCC1)C(=O)c1ccccc1C2=O returned PriA SSB inh 3.
CC(=NNC(=O)CN1CCN(Cc2ccc(C)cc2)CC1)c1ccncc1 was read as PriA SSB inh -14.
`C(/C=C/c1ccccc1)=NN1CCN(c2ccccc2)CC1` gave PriA SSB inh -5.
Screening CCCOc1ccc(CNC(=O)CCn2cnc3c([nH]c4ccc(F)cc43)c2=O)cc1 returned PriA SSB inh 2.
`COc1cccc(Cc2csc(N)n2)c1` gave PriA SSB inh 8.
O=C(CCC(=O)N1CCC(Oc2cccnn2)CC1)c1ccccc1 was read as PriA SSB inh -10.
Screening Cc1cc(OC2CCN(C(=O)c3ccc(C(F)(F)F)nc3)CC2)cc(=O)o1 returned PriA SSB inh 0.
Screening CC(=O)Nc1ccc(S(=O)(=O)Nc2ccc3c(c2)NC(=O)C(C)(C)CO3)cc1 returned PriA SSB inh -3.
`Oc1ccccc1C=NNc1nccnc1Cl` gave PriA SSB inh 73.
For Cc1ccc(-c2ccc(S(=O)(=O)N3CCCC[C@@H]3C)cc2)cc1 the results were PriA SSB inh -5.
Screening CCc1ccc(NC(=O)CSc2cn(Cc3cc(C)ccc3C)c3ccccc23)cc1 returned PriA SSB inh -8.
For Cc1cc(NC(=O)CCCBr)n(-c2ncnc3c2cnn3-c2ccc(F)cc2)n1 the results were PriA SSB inh 23.
`CC(=NNC(=O)c1ccc(CSc2nncn2C)cc1)c1ccc2ccccc2c1` gave PriA SSB inh -2.
Screening CSCC[C@H](NC(=O)C1CCC(CNC(=O)[C@@H](N)Cc2ccccc2)CC1)C(=O)O (stereo not given in full) returned PriA SSB inh -9.
For CCS(=O)(=O)c1ccc(-c2nnc(NC(=O)c3ccn(C(C)C)n3)o2)cc1 the results were PriA SSB inh -27.
Screening COc1ccccc1NS(=O)(=O)c1cc(N=NC(C(=O)Nc2ccc(Cl)cc2)=C(C)O)ccc1C returned PriA SSB inh -4.
`O=C(c1ccno1)N(Cc1ccsc1)C1CC1` gave PriA SSB inh -6.

Among those listed so far, these contain an aryl thioether with sulfur outside any ring:
Screening CCc1ccc(NC(=O)CSc2cn(Cc3cc(C)ccc3C)c3ccccc23)cc1 returned PriA SSB inh -8.
`CC(=NNC(=O)c1ccc(CSc2nncn2C)cc1)c1ccc2ccccc2c1` gave PriA SSB inh -2.

The list continues:
For O=C(NCCC(O)C1CC1)c1cccc2ccccc12 (stereo not given) the results were PriA SSB inh -12.
`O=C(NCC[C@H](O)c1ccsc1)Nc1ccc2c(c1)OCO2` gave PriA SSB inh -7.
`N#Cc1cccnc1OC1CCN(C(=O)c2ccc(=O)[nH]c2)CC1` gave PriA SSB inh -12.
For COC(=O)CS[C@H]1CCN(C(=O)c2ccccc2Br)C1 the results were PriA SSB inh -10.
Screening COc1ccc(C=NNC(=O)COc2ccc(Cl)cc2Cl)c(C(=O)O)c1OC returned PriA SSB inh -3.
`Cc1cc(=O)n(CC(=O)NCc2ccc3c(c2)OCO3)c(N)n1` gave PriA SSB inh -8.
O=C1CC(c2cccs2)CC(=O)N1Cc1csc(-c2ccccc2)n1 was read as PriA SSB inh 8.
`CN(C)c1ccc(CCCNS(=O)(=O)c2ccc(F)c(Cl)c2)cc1` gave PriA SSB inh -4.
Screening O=C(Cc1csc(NC(=O)C2CC2)n1)Nc1ccc(C(F)(F)F)cc1 returned PriA SSB inh -15.
CCOP(=O)(c1ccccc1)C(NC(=O)c1ccccc1)C(=O)c1ccccc1 (stereo not given) was read as PriA SSB inh 6.
For O=C(C1c2ccccc2Oc2ccccc21)N(CCc1cccs1)C1CC1 the results were PriA SSB inh 2.
O=C(CCCSc1ccc(NC(=O)c2cccs2)nn1)NCc1ccncc1 was read as PriA SSB inh 3.
`Cc1ccc(Nc2ccc(NC(=O)c3ccc(Br)o3)cc2)nn1` gave PriA SSB inh -24.
For COc1ncc(NC(=O)CNC(=O)c2ccccc2)c(N(C)C)n1 the results were PriA SSB inh 1.
Screening CC(=O)c1sc(=Nc2ccccc2C)n(CCO)c1C returned PriA SSB inh 7.
For COc1ccccc1NC(=O)NCCNc1cc(N2CCCC2)cnn1 the results were PriA SSB inh -3.
For COc1nn(C)cc1C(=O)Nc1cnn(CC2COc3ccccc3O2)c1 (stereo not given) the results were PriA SSB inh -25.
CCOc1cccc(C=NNC(=O)c2cc(-c3cccn3C)n[nH]2)c1O was read as PriA SSB inh -2.
Screening C=CCc1cccc2cc(C(=O)Nc3cc(OC)c(Cl)cc3OC)c(=O)oc12 returned PriA SSB inh -7.
Screening Cc1ccc(Oc2ncccc2C=NO)cc1 returned PriA SSB inh -37.
Cc1cc(C)c(S(=O)(=O)NCCCn2nc(-c3cccs3)ccc2=O)cc1C was read as PriA SSB inh -10.
For Cc1cnc2n(c1=O)C[C@H](C(=O)N1CCC(Cc3ccccc3)CC1)CS2 the results were PriA SSB inh -4.
Screening CCCS(=O)(=O)N1CCCc2ccc(NS(=O)(=O)c3ccc(OCC(C)C)cc3)cc21 returned PriA SSB inh -3.
Cc1cc(NC(=O)c2nc3ccccc3s2)n(C)n1 was read as PriA SSB inh -7.
Screening COc1ccc(NC(=O)C2CCC(Cn3c(=S)[nH]c4ccccc4c3=O)CC2)cc1OC (stereo not given) returned PriA SSB inh 5.
COC(=O)c1ccc(OC)c(CN2N=NC3C(=O)N(c4ccc(OC)c(Cl)c4)C(=O)C32)c1 (stereo not given) was read as PriA SSB inh -9.
O=C(NCCn1nc(-c2cccs2)n(C2CC2)c1=O)c1ccc(OC(F)(F)F)cc1 was read as PriA SSB inh -6.
Screening O=c1nc(SCc2c(F)cccc2Cl)nc2ccccn12 returned PriA SSB inh -23.
CN(C)c1cncc(OC2CCN(C(=O)c3cc(Br)cs3)C2)n1 (stereo not given) was read as PriA SSB inh -4.
For COCCCNC(CC(=O)Nc1cc(C)ccc1O)C(=O)O (stereo not given) the results were PriA SSB inh 2.
COc1ccc(C(=O)N2CCC(n3ccnn3)C2)c(OC)c1OC (stereo not given) was read as PriA SSB inh -15.
Screening CC(Cc1ccccc1)=NNC(=O)CCCC(=O)NN=C(C)Cc1ccccc1 returned PriA SSB inh -2.
CC(=O)NCCn1ncc2c(N3CCN(c4ncccn4)CC3)ncnc21 was read as PriA SSB inh -4.
Cc1ccc(OC2CCN(C(=O)c3c(C)nn(C)c3C)C2)nn1 (stereo not given) was read as PriA SSB inh -6.
Screening CN(C)c1cccc(C(=O)N2CCCC(c3nnc(C(F)(F)F)o3)C2)c1 (stereo not given) returned PriA SSB inh -13.
Screening Cc1onc(-c2ccccc2Cl)c1C(=O)NCc1cc(-c2ccco2)n(C)n1 returned PriA SSB inh 2.
`O=S(=O)(NCc1cncc(-c2cccs2)c1)c1ccc(C(F)(F)F)cc1` gave PriA SSB inh -14.
`O=C(Cn1cccc(S(=O)(=O)N2CCCC2)c1=O)Nc1ccc(Cl)c(Cl)c1` gave PriA SSB inh -15.
For O=C(CSc1oc(-c2ccco2)nc1S(=O)(=O)c1ccc(Br)cc1)c1ccccc1 the results were PriA SSB inh -6.
For O=C1CCCN2N=C(SCC(=O)NCc3ccccc3)SC2=N1 the results were PriA SSB inh -4.
Screening NC(=O)C1CCN(c2oc(-c3ccccc3Cl)nc2S(=O)(=O)c2ccccc2)CC1 returned PriA SSB inh 6.
Screening O=C(NCc1cncc(-c2ccsc2)c1)C1c2ccccc2Oc2ccccc21 returned PriA SSB inh -6.
`COc1ccc(CCC(=O)N2CCN(Cc3nc(-c4ccco4)cs3)CC2)cc1` gave PriA SSB inh 14.
For CCC(=O)N1CCCc2ccc(NS(=O)(=O)c3ccc(OC)cc3C)cc21 the results were PriA SSB inh -13&-6.
Screening COc1cc(/C=C2\SC(=NS(=O)(=O)c3ccccc3)NC2=O)c([N+](=O)[O-])cc1OC returned PriA SSB inh 0.
`Cc1ccc(S(=O)(=O)NCC(c2ccsc2)N2CCc3ccccc3C2)cc1C` (stereo not given) gave PriA SSB inh 8.
Screening Cc1ccc2c(c1)OCC(=O)N2Cc1nc(-c2ccc(Br)cc2)no1 returned PriA SSB inh -6.
`CN(C)CCCN(C(=O)c1ccccc1)c1nc2c(F)cc(F)cc2s1` gave PriA SSB inh 5.
Cc1cc(C(=O)NCc2cc(-c3ccc4c(c3)OCO4)on2)c(C)o1 was read as PriA SSB inh -6.
`CC(=O)N1CCC(C(=O)NC2CCC(Oc3nc(C)cc(C)n3)CC2)CC1` (stereo not given) gave PriA SSB inh -14.
O=C(c1ccccc1Br)N1CCC(Oc2ncccc2Cl)CC1 was read as PriA SSB inh -1.
O=C(/C=C\c1ccc2c(c1)OCO2)Nc1ccc(S(=O)(=O)N2CC3CC(C2)c2cccc(=O)n2C3)cc1 (stereo not given) was read as PriA SSB inh -1.
For O=C(Nc1ccc2cn[nH]c2c1)c1cnc2ccccc2n1 the results were PriA SSB inh -9.
`CCCN1C(=O)C(C)(C)COc2cc(NS(=O)(=O)c3ccc(NC(=O)CC)cc3)ccc21` gave PriA SSB inh -26.
`O=C(Cn1ncn2nc(-c3ccc(Cl)cc3)cc2c1=O)NCc1ccco1` gave PriA SSB inh 3.
Screening COC(=O)NN=C(C)c1ccccc1Br returned PriA SSB inh -17.
CC(=O)Nc1nc(SCC(=O)Nc2cc(C)on2)[nH]c(=O)c1NC(=O)c1cccs1 was read as PriA SSB inh -3.
For O=C(NN=Cc1sc(=O)n(-c2ccccc2)c1Cl)c1ccccc1 the results were PriA SSB inh -2.
`Cc1noc(C)c1C(=O)NCC#CCOc1ccccc1C(N)=O` gave PriA SSB inh -12.
Screening O=S(=O)(NCCOc1ccc2c(c1)OCO2)c1ccc(OC(F)(F)F)cc1 returned PriA SSB inh 2.
Cc1nccn1-c1cc(N2CCN(S(=O)(=O)c3cccs3)CC2)ncn1 was read as PriA SSB inh -14.
For Cc1cc(C)c2nc(C)cc(NC(=O)c3cccnc3)c2c1 the results were PriA SSB inh 4.
CCn1nnc2c(N3CC(C(=O)Nc4ccc5sc(C)nc5c4)C3)ncnc21 was read as PriA SSB inh -10.
CCOC(=O)CCCSc1nnc(CCCN2C(=O)c3cccc4cccc(c34)C2=O)n1-c1ccccc1 was read as PriA SSB inh 5.
Screening Cc1noc(C)c1CC(=O)N[C@H](c1cccnc1)C1CCOCC1 returned PriA SSB inh -2.
CCCOc1ccc(Cc2nn3c(=O)c(=Cc4ccco4)sc3nc2=O)cc1 was read as PriA SSB inh 6.
COc1ccc(-c2cnc(SCCNC(=O)c3ccccc3Br)[nH]2)cc1 was read as PriA SSB inh 22.
Screening CCn1nc(C)c(S(=O)(=O)NC2CCC(Oc3ncc(F)cn3)CC2)c1C (stereo not given) returned PriA SSB inh -5.
Screening Cc1cc(OC2CN(C(=O)CCn3cnc4ccccc4c3=O)C2)cc(=O)o1 returned PriA SSB inh -12.
For CC1=CCC(C(=O)NN=Cc2cccs2)C(c2ccc(F)cc2)C1 (stereo not given) the results were PriA SSB inh 0.
`COc1ccc(NC(=O)COc2ccc(Br)cc2C(C)(C)C)c(OC)c1` gave PriA SSB inh -4.
O=C(NCCCn1ccnc1)c1nccc(N2CCCCC2)n1 was read as PriA SSB inh -11.
For COc1ccc(C(=O)NCCc2sc(-c3ccc(OC)c(OC)c3)nc2C)cc1 the results were PriA SSB inh 0.
O=C(NCc1cccnc1-c1ccsc1)c1ccc(Cl)s1 was read as PriA SSB inh -28.
Screening CCOc1ccc(NC(=O)c2sc3nc4c(c(-c5ccccc5)c3c2N)C(=O)CC(C)(C)C4)cc1 returned PriA SSB inh 2.
Screening O=S(=O)(NC1CCN(c2nccs2)CC1)C1CC1 returned PriA SSB inh -8.
Screening Cc1cc(CNC(=O)CCc2ccc(S(C)(=O)=O)cc2)c(C)o1 returned PriA SSB inh -10.
COCCN(CC(O)Cn1c2ccccc2c2ccccc21)C(=O)c1ccccc1 (stereo not given) was read as PriA SSB inh -2.
For COc1cc(C(C)=O)ccc1OCC(O)CN1CCCCC1 (stereo not given) the results were PriA SSB inh -9.
Screening O=C1c2ccccc2C(=O)N1CC#CCN1CCOCC1 returned PriA SSB inh 10.

Two successive records out of the list so far:
`CC(=NNC(=O)c1ccc(CSc2nncn2C)cc1)c1ccc2ccccc2c1` gave PriA SSB inh -2.
Screening CSCC[C@H](NC(=O)C1CCC(CNC(=O)[C@@H](N)Cc2ccccc2)CC1)C(=O)O (stereo not given in full) returned PriA SSB inh -9.

The listing continues.
For COc1cc(C=NNC(=O)c2cccnc2)ccc1OCC(=O)Nc1ccccc1Cl the results were PriA SSB inh -3.
O=C1Cc2cc(NS(=O)(=O)Cc3ccccc3F)ccc2N1 was read as PriA SSB inh 12.
Screening Cc1cc(C)cc(NC(=O)Cn2cnc3c(-c4ccc(Cl)cc4)csc3c2=O)c1 returned PriA SSB inh -16.
CCOCC(=O)Nc1ccc2c(c1)CC(=O)N2 was read as PriA SSB inh 19.

A draw from above in order of count of non-hydrogen atoms, smallest number first.
CCOCC(=O)Nc1ccc2c(c1)CC(=O)N2 was read as PriA SSB inh 19.
O=C1Cc2cc(NS(=O)(=O)Cc3ccccc3F)ccc2N1 was read as PriA SSB inh 12.
Screening Cc1cc(C)cc(NC(=O)Cn2cnc3c(-c4ccc(Cl)cc4)csc3c2=O)c1 returned PriA SSB inh -16.
For COc1cc(C=NNC(=O)c2cccnc2)ccc1OCC(=O)Nc1ccccc1Cl the results were PriA SSB inh -3.

Screening data from PubChem BioAssay.
